# High-throughput results from PubChem.
# DSG3 Ab inh: human desmoglein-3 autoantibody binding inhibition. binding (percent of control), % at 10 µM. P32926. 310,000 compounds, 0.48% hits. AID 588358. DSG3-coupled beads, scFv-anti-DSG3-GFP binding, flow cytometry; stronger effect = lower value;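 active means binding more than 3 SD below its plate's average and above zero; inconclusive means below that plate limit but binding exactly zero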;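 further: hits lower antibody fragment binding to DSG3; some compounds called inactive have numbers as strong as hits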
# Target sequence (P32926 whole entry, looked up, the tested form may be a part): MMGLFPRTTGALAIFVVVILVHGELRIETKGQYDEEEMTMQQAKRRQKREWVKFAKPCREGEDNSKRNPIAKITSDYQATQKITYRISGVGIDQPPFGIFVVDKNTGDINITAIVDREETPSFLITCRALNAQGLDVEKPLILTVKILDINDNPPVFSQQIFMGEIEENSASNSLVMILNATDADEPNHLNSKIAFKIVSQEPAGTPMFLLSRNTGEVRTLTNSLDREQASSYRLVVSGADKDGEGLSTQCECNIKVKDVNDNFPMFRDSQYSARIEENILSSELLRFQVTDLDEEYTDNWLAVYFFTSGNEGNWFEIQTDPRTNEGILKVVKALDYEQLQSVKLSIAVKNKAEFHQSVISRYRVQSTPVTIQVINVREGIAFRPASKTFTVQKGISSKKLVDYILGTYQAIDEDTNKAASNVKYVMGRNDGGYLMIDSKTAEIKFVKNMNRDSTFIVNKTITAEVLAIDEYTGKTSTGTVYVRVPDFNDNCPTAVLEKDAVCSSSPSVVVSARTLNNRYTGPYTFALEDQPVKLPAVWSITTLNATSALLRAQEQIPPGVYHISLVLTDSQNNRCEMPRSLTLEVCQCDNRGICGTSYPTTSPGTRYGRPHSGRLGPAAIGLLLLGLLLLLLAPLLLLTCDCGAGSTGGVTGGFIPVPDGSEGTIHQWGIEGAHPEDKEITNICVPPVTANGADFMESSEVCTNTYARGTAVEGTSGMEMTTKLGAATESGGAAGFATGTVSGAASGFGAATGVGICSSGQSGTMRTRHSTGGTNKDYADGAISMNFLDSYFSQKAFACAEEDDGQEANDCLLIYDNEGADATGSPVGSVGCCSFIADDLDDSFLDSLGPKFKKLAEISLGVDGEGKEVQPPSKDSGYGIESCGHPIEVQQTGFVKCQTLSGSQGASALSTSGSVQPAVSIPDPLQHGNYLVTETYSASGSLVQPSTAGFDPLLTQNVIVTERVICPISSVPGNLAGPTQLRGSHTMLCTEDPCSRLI
# Cardiac RTF inh: cardiac RTF calcium desensitization; P19429+P45379; IANBD-labeled cardiac RTF, Ca2+ fluorescence; inhibition, % at 7.15 µM; 340,000 compounds, 0.12% hits; AID 493244;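 active means inhibition above the mean inhibition of all tested compounds plus 3 SD, cut at about 17% in these data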;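 further: assay run at fixed EC70 calcium of 1.6 mM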
# V-ATPase pH: regulators of yeast V-ATPase proton transport. S. cerevisiae, pHLuorin cytosolic pH fluorescence. response, % at 10 µM. 350,000 compounds, 0.37% hits; in the data active means response mostly above about 7.3%, no sharp cut-off; inactive means mostly below about 5.4%; further: actives read high; inactives centre near 0; some compounds called inactive have numbers as strong as hits; reference of the scale not given here
# cardiac RTF act: increases calcium sensitivity of human cardiac regulated thin filaments | activation, % at 7.2 µM | P19429+P45379 | 340,000 compounds, 0.24% hits | AID 493008 | IANBD-labeled TnC RTF fluorescence at EC20 calcium; 0% EC20 calcium, 100% full calcium;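 active means activation above the mean over all tested compounds plus 3 SD, cut at about 30% in these data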;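 further: rise in fluorescence read as greater calcium sensitivity of cardiac thin filaments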
# MOR-DOR ag: agonists of human mu-delta opioid receptor heterodimerization. P35372+P41143. cells, OPRM1-OPRD1 heterodimerization, luminescence. activation, % at 9.3 µM. 340,000 compounds, 0.3% hits. AID 504326; in the data active means activation above about 18%;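 further: 0% = vehicle-treated cells and 100% = reference agonist; values of inactives mirror those of a sister screen read the other way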
# MOR-DOR inv ag: inverse agonists of human mu-delta opioid receptor heterodimerization; P35372+P41143; cell-based MOR-DOR heterodimer luminescence, inverse agonism; inhibition, % at 9.3 µM; 340,000 compounds, 0.21% hits; in the data active means inhibition above about 22%, passing the limit was not always enough;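 further: 0% = cells with DMSO and 100% = wells without cells with DMSO; values of inactives mirror those of a sister screen read the other way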
# Wnt bcat act: activates Wnt/beta-catenin signaling in a reporter cell assay. activator, plate reader. activation, % at 9.35 µM. 300,000 compounds, 1.2% hits. AID 743398; in the data active means activation above about 30%, passing the limit was not always enough; inconclusive means no clear call, values can overlap the other calls;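 further: 0% = neutral control wells and 100% = positive control wells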
# Arrestin-AP2 inh: inhibitors of human beta-arrestin and AP2 interaction | FITC-arrestin peptide / GST-AP2 beads, flow cytometry; AP2 beta2 appendage carries R879A mutation | inhibition, % at 10 µM | 340,000 compounds, 0.31% hits | AID 504490;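 active means inhibition above a set limit, near 3 SD of compounds lacking own fluorescence, cut at about 54% in these data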;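 further: plate controls were DMSO wells for no effect and 5 µM unlabelled arrestin peptide for full effect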
#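 Measured by: flow cytometry, FL1 (488/535 nm); Material: AP2 appendage R879A on GSH beads; Evaluation: percent response; Timing: pre-incubation 12 min, peptide binding 1 h, room temperature; Also added: 50 nM FITC-arrestin peptide; Medium: PBS with 0.05% Tween 20 and 0.1% BSA.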
# Keap1 Nrf2 FP: disrupts human Keap1 binding to Nrf2 peptide; 340,000 compounds, 0.15% hits; Keap1 Kelch-Nrf2 peptide fluorescence polarization, 1536-well; inhibition, % at 9.4 µM; Q14145; in the data active means inhibition above about 12%; inconclusive means no clear call, values can overlap the other calls; inactive means below about 7.3%;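 further: human Keap1 Kelch domain with fluorescein labeled Nrf2 9mer peptide probe; 0% = neutral control wells and 100% = peptide positive control; higher means more block of Keap1 binding to Nrf2 peptide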
# LANA DNA inh: inhibitors of KSHV LANA C-terminal domain DNA binding; MBP-C-LANA/FAM-LBS DNA binding, fluorescence polarization; inhibition, % at 9 µM; 340,000 compounds, 0.078% hits;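 active means highest replicate inhibition at or above 60% at 9 µM, even if other replicates fall short; inactive means all replicates below 60% inhibition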;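 further: 0% = neutral control wells and 100% = 4 µM acridine orange control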
# The depositor's hits bear a star; ? = inconclusive; · = no result given.
SMILES,DSG3 Ab inh,Cardiac RTF inh,V-ATPase pH,cardiac RTF act,MOR-DOR ag,MOR-DOR inv ag,Wnt bcat act,Arrestin-AP2 inh,Keap1 Nrf2 FP,LANA DNA inh
Cc1ccccc1C1=Nn2c(nnc2-c2ccco2)SC1,·,3,1,4,-1.8,9,2,-1,-6,-0.3
Cc1cccc(NC2=NC(C)(C)N=C(N)N2)c1C,105,-24,-1,-1,1.2,-7,1,8,3,-0.1
O=C(O)c1ccccc1C(=O)NNc1ccc(F)cc1F,95,-1,-1,8,-2.3,12,-7,5,-1,-0.9
COc1ccc2oc(C(=O)OCC(=O)N(C)c3c(N)n(Cc4ccccc4)c(=O)[nH]c3=O)c(C)c2c1,116,-8,-1,-4,-2.8,14,0,-15,-4,1.1
COc1cc(SC)ccc1C(=O)NCc1ccccc1,101,-9,-1,2,0.5,-3,0,45,-2,-0.2
Clc1nc(-c2n[nH]nc2Cl)n[nH]1,100,-8,-1,0,-1.6,10,-2,-1,-5,0.4
O=C1NC2(CCCCCC2)C(=O)N1Cc1ccccc1,103,-10,2,2,-2.1,10,1,-3,-5,2.2
COC(=O)CSc1nc2cc(C)ccc2cc1C#N,·,-3,5,2,0.8,-5,80*,1,-4,-0.6
Cc1cc(NC(=O)COc2ccc3ccccc3c2)no1,135,-7,-2,-5,0.3,-2,2,-10,-4,0.4
CC(=O)c1ccc(NC(=O)CSc2nnc(C3CC3)n2C)cc1,95,-9,-3,-2,-1.4,9,1,6,-1,-0.7
O=C(c1cccc(Cl)c1)N1CCC(c2nc3ccccc3[nH]2)CC1,102,-11,-7,-4,-3.7,20,?,-3,0,-1.4
CN(Cc1ccc(-n2cccn2)cc1)Cc1cn(C)nc1-c1ccccc1F,104,-6,0,2,-1.5,7,-1,-14,2,0.1
COc1ccc(C)cc1S(=O)(=O)NC(C)C(=O)Nc1ccc2c(c1)OCO2 (centres undefined),·,-15,-6,-1,-0.2,1,0,19,4,-1.3
O=C(Cn1nc(C(F)F)cc1C(F)F)N/N=C/c1ccc2c(c1)OCO2,102,-8,-4,-3,-0.5,3,·,33,-3,-1.5
COc1cc(/C=N/n2cc(-c3ccccc3)[nH]c2=S)cc(OC)c1O,84,-12,-1,-3,0.8,-4,1,-21,-5,12
CCCNc1nc(-c2cc(-c3ccc(Cl)cc3)on2)cc(C(C)C)n1,103,-7,-1,-8,0.4,-2,-3,3,-5,-1.4
COC(=O)CN1C(=O)C(O)=C(C(C)=O)C1c1ccc([N+](=O)[O-])cc1 (centres undefined),·,-7,2,-1,-2.7,14,0,-4,0,-0.1
CCC1CCCCN1CCCNC(=O)COc1cc(=O)n(C)c2ccccc12 (centres undefined),104,-5,1,0,-2.6,12,·,-2,-2,0.6
O=C(CCn1ccnc1)Nc1nc2ccccc2[nH]1,115,-5,-2,-2,-2.1,10,-2,-4,-5,-2.1
COc1ccc(C(=O)NCc2nnc(SCC(=O)NC3CCCCC3)n2C)cc1,99,9,-3,0,2.6,-21,-1,20,-8,-1.2
COc1ccc([C@@H]2Sc3ccccc3NC(=O)[C@@H]2O)cc1,·,-5,-1,-7,-3.0,15,0,-7,2,-0.9
O=c1c2ccccc2nnn1CSc1ncnc2ccccc12,101,-6,1,0,-1.9,10,·,4,-2,3.7
O=C(N/N=C/c1cccnc1)c1ccc(CN2c3cccc4cccc(c34)S2(=O)=O)cc1,112,4,-3,9,0.5,-2,-4,-16,-5,2.5
Cn1nc(-c2ccccc2)c(C(O)c2ccccc2C(F)(F)F)c1Cl (centres undefined),99,1,1,-2,-0.7,3,-4,24,5,0.4
O=C(Nc1ccc(Cl)c([N+](=O)[O-])c1)c1ccc(NCCCN2CCOCC2)c([N+](=O)[O-])c1,95,-8,8,7,3.9,-22,·,5,-3,1.1
# Next part.
SMILES,DSG3 Ab inh,Cardiac RTF inh,V-ATPase pH,cardiac RTF act,MOR-DOR ag,MOR-DOR inv ag,Wnt bcat act,Arrestin-AP2 inh,Keap1 Nrf2 FP,LANA DNA inh
O=C(Nc1nn(Cc2ccccc2F)cc1Br)c1cccs1,99,-10,-5,7,-2.3,13,1,1,-1,0.4
COc1ccc(OC(C)C(=O)NCc2cccnc2)cc1 (centres undefined),89,-3,1,-1,-1.8,11,·,3,-3,3.1
O=C(O)C1CSC2(c3ccc(Br)cc3)CCC(=O)N12 (centres undefined),108,-8,1,7,-2.7,14,-1,-2,-1,-1.1
CN1CCC(OC(=O)c2cc3cc(Cl)cc(Cl)c3oc2=O)CC1,127,-6,-2,0,0.2,-1,-2,11,4,0.8
Cc1ccc(S(=O)(=O)N(C)C)cc1NC(=O)CN1C(=O)NC2(CCCCCCC2)C1=O,98,4,-6,-5,-3.2,17,-1,-6,1,-0.2
Cc1cc(SCC(=O)c2ccccc2)nc(C)n1,·,-2,1,-4,-2.5,10,·,1,2,0.8
COC(=O)C1SCC2C(=O)N(Cc3ccccc3)CC(=O)N21 (centres undefined),95,-3,4,2,-1.2,6,0,18,-2,-2.0
CC(=O)N1CCOc2ccc(S(=O)(=O)Nc3cccc(C)c3)cc21,105,-8,-2,7,-2.5,13,-1,3,-4,1.1
COC(=O)c1c(C)oc2ccc(N(C(=O)Oc3ccccc3)S(=O)(=O)c3ccc(Cl)c([N+](=O)[O-])c3)cc12,106,-3,-3,-3,0.8,-4,·,8,-2,1.0
CCOC(=O)N1CCN(C(=S)Nc2ccccc2C)CC1,122,-61,0,16,-3.1,16,1,7,-1,0.2
O=C(N/N=C/C=C\c1ccccc1[N+](=O)[O-])c1ccncc1,99,-8,-1,5,-2.8,14,0,37,5,0.6
Cc1nn(CCc2n[nH]c(=S)n2-c2cccc(Cl)c2)c(C)c1[N+](=O)[O-],101,-2,4,-2,-2.4,13,·,2,0,-1.5
O=[N+]([O-])c1cc(S(=O)(=O)NCCc2ccccn2)ccc1Cl,101,-5,6,-2,-1.1,4,0,26,0,1.1
COc1cc(-c2noc(C)c2C(=O)N[C@@H](CO)Cc2ccccc2)cc(OC)c1OC,101,-4,2,-1,1.8,-8,0,0,3,0.8
c1ccn(-c2ccc(-c3ccn[nH]3)cc2)c1,99,0,-1,2,-0.7,3,9,3,1,-0.4
Cc1cc(C(=O)NCCN2CCN(c3cccc(Cl)c3)CC2)n(-c2ccccc2)n1,107,-8,3,4,1.1,-6,-10,5,-1,-1.2
CC(C)(C)C(=O)Nc1nc(-c2ccc3c(c2)OCO3)cs1,·,4,-1,-3,0.5,-3,·,26,-8,-2.0
CC(C)CN(CCNC(=O)CC1Oc2ccccc2NC1=O)CC(C)C (centres undefined),105,-12,-2,6,0.3,-2,0,1,1,-0.4
CCOC(=O)c1c(CC(C)C)csc1NC(=O)COC(=O)c1cc(OC)c(OC)cc1[N+](=O)[O-],100,-6,2,13,-1.2,6,-8,-13,-2,0.5
COC(=O)c1cc(Br)c(=O)n(-c2ccccc2OC)c1,99,-6,-1,-1,-2.5,14,·,8,-1,0.5
CCC(C)NC(=O)Cn1c(=O)n(CCCCCC(=O)Nc2ccccc2)c(=O)c2sccc21 (centres undefined),108,6,0,-7,-3.5,19,·,18,-4,1.5
COc1ccc(C(=O)NCc2nnc(SCC(=O)NC3CCCC3)o2)cc1,98,-5,-1,10,-2.8,14,-1,-2,-1,2.0
Cc1ccc(C)c(N2CCN(C(=O)C3CCCN(c4ncnc5c4nc4n5CCCCC4)C3)CC2)c1 (centres undefined),112,-12,-2,1,-0.8,4,-2,13,-1,1.3
O=C(c1ccc2ccccc2n1)N1CCN(c2ccccn2)CC1,96,-16,3,-2,-0.4,3,1,0,-4,-0.5
COc1ccccc1NS(=O)(=O)c1cccc(NC(=S)NCCN2CCOCC2)c1,98,-1,0,0,-2.0,12,-1,1,0,-0.5
# More results
SMILES,DSG3 Ab inh,Cardiac RTF inh,V-ATPase pH,cardiac RTF act,MOR-DOR ag,MOR-DOR inv ag,Wnt bcat act,Arrestin-AP2 inh,Keap1 Nrf2 FP,LANA DNA inh
O=Cc1ccc(OC(=O)c2cccnc2)cc1,103,-15,4,2,-5.5,26,-3,3,-4,0.5
COc1cccc(C=NCCCN=Cc2cccc(OC)c2O)c1O,94,-3,-1,1,-0.1,1,-3,-8,1,0.3
CCN1CCN(CCCN(Cc2ccco2)C(=S)Nc2ccc(C)c(Cl)c2)CC1,128,-12,4,0,0.9,-5,-1,-30,-2,-0.2
O=S(=O)(c1ccc(Cl)cc1)N1CCN(c2ncnc3sccc23)CC1,100,-7,-1,3,2.6,-11,-7,5,-7,-1.4
O=C(Cc1ccc([N+](=O)[O-])cc1)Nc1cccc(C(=O)N2CCCCC2)c1,103,6,-2,4,-1.0,6,-3,2,-4,-0.5
CCOC(=O)COc1cccc2c(=O)n(CC(=O)NCc3ccc(F)cc3)ccc12,86,-18,5,2,-2.6,14,-2,-7,-6,-0.3
Cc1cc(N(C)Cc2ccccc2)nc2cc(O)ccc12,102,-4,-7,1,16,-74,1,13,1,-2.1
Cc1nc(CN2CCN(C(=O)c3ccc(Br)cc3)CC2)cs1,102,-5,1,-1,-0.5,3,-1,23,2,1.3
O=C(NCC1CCCO1)[C@@H]1CSC2c3ccccc3C(=O)N21 (some centres undefined),·,-8,-2,-6,-3.1,13,0,29,6,-0.2
COc1ccccc1S(=O)(=O)Cc1ccc(C(=O)N2CCN(c3ccccc3)CC2)o1,100,-6,2,1,-1.2,7,-4,8,-1,0.8
Cc1nn2c(-c3ccc(S(=O)(=O)N4CCN(C)CC4)o3)nnc2c2ccccc12,86,-3,-2,8,-0.6,3,0,-11,-1,-0.7
COc1ccc(C)cc1NC(=O)NCc1ccccn1,94,-4,-1,5,-0.8,4,·,-21,0,2.0
CCc1ccc(OCc2nnc(SCCN3CCOCC3)n2CC)cc1,·,-8,3,0,-1.6,8,-6,4,0,-1.4
Cc1cc(C(=O)COC(=O)c2ccc(N)c([N+](=O)[O-])c2)c(C)n1Cc1ccc2c(c1)OCO2,86,-7,0,4,-2.8,14,37*,-9,-3,1.5
CCOC(=O)CNC(=O)CSc1ncnc2c1cnn2-c1ccc(OC)cc1,105,-10,1,-2,-1.2,7,·,1,-6,0.9
Cc1ccc(C(=O)Nc2sc(C)c(C)c2C(=O)c2ccccc2)cc1,121,-5,2,1,1.3,-7,·,-17,0,-0.5
O=C(COc1ccc2ccccc2c1Br)N1CCN(c2ccccn2)CC1,105,-5,9,-5,-1.7,9,-2,-14,-6,0.9
COc1nccnc1NS(=O)(=O)c1ccc(NCc2ccccc2O)cc1,·,0,1,-5,-0.8,5,-1,27,-3,-0.3
CC(=O)Nc1ccc(C(=O)Cn2nnc3ccccc3c2=O)cc1,101,-8,-4,-3,-0.6,3,15,6,-2,0.9
Cc1ncoc1C(=O)NC1CCCc2c1cnn2-c1ccc(C(C)(C)C)cc1 (centres undefined),·,-4,-1,0,0.8,-4,-6,9,5,2.7
COCC(C)NCc1cc(Br)ccc1OC (centres undefined),94,-7,3,1,-0.8,4,-16,12,1,0.3
